ZTA counter – ZTA (EBV) inhibition in EBNA-1 counter-screen | hit rate 0.15% among 320,000 | inhibition, % at 11 µM | P03206 | AID 2234 | ZTA-DNA binding, fluorescence polarization; in the data active = inhibition above about 33%
GLD-1 TGE inh – GLD-1-TGE RNA interaction inhibition (C. elegans) | AID 2280 | purified GLD-1 + fluorescein TGE RNA, fluorescence polarization | inhibition, % at 5.96 µM | hit rate 0.44% among 320,000 | Q17339;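 active = percent inhibition above a per-plate cutoff, the plate mean of test compounds plus 3 SD, cut at about 30% in these data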;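 also: 0% = DMSO wells with GLD-1 and probe and 100% = wells lacking GLD-1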
Target sequence (Q17339 whole entry, looked up): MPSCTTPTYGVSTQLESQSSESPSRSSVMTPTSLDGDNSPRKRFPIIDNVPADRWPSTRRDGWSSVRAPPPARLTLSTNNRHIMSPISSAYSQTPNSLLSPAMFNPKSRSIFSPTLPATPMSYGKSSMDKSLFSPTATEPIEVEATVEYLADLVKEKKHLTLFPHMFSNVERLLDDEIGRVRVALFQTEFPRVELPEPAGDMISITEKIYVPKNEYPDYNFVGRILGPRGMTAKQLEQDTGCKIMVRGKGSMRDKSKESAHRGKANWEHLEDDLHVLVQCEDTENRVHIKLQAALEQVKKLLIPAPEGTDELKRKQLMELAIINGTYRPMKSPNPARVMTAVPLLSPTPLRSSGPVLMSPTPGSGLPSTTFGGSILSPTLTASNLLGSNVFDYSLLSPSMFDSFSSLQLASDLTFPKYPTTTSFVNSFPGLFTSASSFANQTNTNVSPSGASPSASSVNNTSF
Fam108B inh – blocks mouse Fam108B hydrolase in RBBP9 counter-screen | recombinant Fam108B, FP-Rh probe fluorescence polarization | inhibition, % at 9.51 µM | hit rate 0.33% among 300,000;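 active = inhibition above the screen mean inhibition plus 3 SD, computed separately per campaign, cut at about 18% in these data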;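 also: inhibitors lower polarization as less probe binds the enzyme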
MCL1 BIM primary – MCL1-BIM-BH3 interaction inhibition (human) | GST-MCL1 / FITC-Bim-BH3 fluorescence polarization | hit rate 0.68% among 320,000 | inhibition, % at 10.9 µM;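 active = inhibition above the mean inhibition of all tested compounds plus 3 SD, set per campaign, cut at about 40% in these data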;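 also: 0% = DMSO wells and 100% = unlabeled Bim-BH3 peptide control; higher means more loss of mP so more displacement of Bim peptide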
Yeast superoxide – yeast age-related superoxide inhibition as caloric restriction mimetic. S. cerevisiae aged cells, superoxide DHE fluorescence; hits give low values. hit rate 0.18% among 330,000. superoxide response (% of plate mean), % at 10 µM. AID 2690;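 active = superoxide response under a set limit, about three screen SD below normal, cut at about 65% in these data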;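 also: yeast aged for seven days with compound at 30 °C before DHE staining; 100% = average MFI of all compound-treated wells on the plate with controls excluded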
MEX-5 binding – C. elegans MEX-5 TCR-2 RNA binding activity; MEX-5/FITC-TCR2 RNA binding, fluorescence polarization; hits give low values; activity score (negative = inhibition of binding), % at 10 µM; hit rate 0.38% among 300,000;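 active = inhibition past about -25% in most replicates, and total fluorescence under double the plate's negative control median, limit read from the data; inconclusive = replicates evenly split on the limit, or fluorescence at least double controls; inactive = too little inhibition in most replicates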;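 also: 0% = DMSO and -100% = 5 µM competing unlabeled TCR2 RNA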
Target sequence (Q9XUB2 whole entry, looked up): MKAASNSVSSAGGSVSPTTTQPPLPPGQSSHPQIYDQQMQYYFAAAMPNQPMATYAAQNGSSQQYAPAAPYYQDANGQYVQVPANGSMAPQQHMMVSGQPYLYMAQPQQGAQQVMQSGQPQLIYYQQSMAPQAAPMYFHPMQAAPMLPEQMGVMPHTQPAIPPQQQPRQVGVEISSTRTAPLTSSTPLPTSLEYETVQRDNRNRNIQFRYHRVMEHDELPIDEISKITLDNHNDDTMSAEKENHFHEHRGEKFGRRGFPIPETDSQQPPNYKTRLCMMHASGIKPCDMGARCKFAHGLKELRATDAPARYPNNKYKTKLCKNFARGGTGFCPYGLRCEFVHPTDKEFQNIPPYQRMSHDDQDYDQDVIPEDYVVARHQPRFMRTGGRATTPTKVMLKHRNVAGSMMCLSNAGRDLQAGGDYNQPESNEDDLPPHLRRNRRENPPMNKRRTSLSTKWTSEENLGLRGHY
Efflux pump mplx – inhibitors of Candida antifungal efflux pumps expressed in yeast; S. cerevisiae Candida pump triplex, Nile Red efflux; inhibition, % at 10 µM; hit rate 0.44% among 330,000; AID 485275;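 active = plate passing quality check with inhibition over a set limit, or well fluorescence over plate mean plus 4 SD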;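 also: Nile Red retained in pooled yeast measured as flow cytometry median fluorescence; 0% = buffer negative control and 100% = Enniatin B positive control; higher means more Nile Red kept so more efflux inhibition; some compounds called inactive have numbers as strong as hits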
EBNA-1 inhibitor – blocks EBNA-1 binding to DNA | hit rate 0.34% among 300,000 | EBNA-1 DNA binding, fluorescence polarization | inhibition, % at 14.8 µM | AID 1950; in the data active = inhibition above about 28%
BCLXL inh – blocks human Bcl-xL binding to Bim BH3 peptide; Q07817; GST-Bcl-xL / FITC-Bim BH3 peptide fluorescence polarization; inhibition, % at 10.9 µM; hit rate 0.7% among 320,000; AID 2129;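 active = inhibition above the mean of all tested compounds plus 3 SD, cutoff set per campaign, cut at about 30% in these data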;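 also: 0% = DMSO wells and 100% = unlabeled Bim-BH3 peptide competitor; inhibitors lower millipolarization by displacing the labeled peptide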
* marks the source's active call; other numbers are inactive results; ? = inconclusive; . = no result given. Compounds as they come. About 2.3% of those tested had a hit in this group.

SMILES,ZTA counter,GLD-1 TGE inh,Fam108B inh,MCL1 BIM primary,Yeast superoxide,MEX-5 binding,Efflux pump mplx,EBNA-1 inhibitor,BCLXL inh
O=C(CCC(=O)NC1CC1)Nc1nnc(C2CCCCC2)s1,4,-2,-3,4,94,1.2,0.2,-7,-1
O=C(COC(=O)C1CC2CCCC(C1)C2=O)NNC(=O)c1ccccc1Br (centres undefined),-14,2,.,0,97,.,-0.1,.,2
C/C(=N\N(C)C)c1ccc(OCCOc2ccc([N+](=O)[O-])cc2)cc1,13,4,-2,2,88,0.4,-0.3,14,2
O=c1c2cc(Cl)ccc2nc(-c2ccc([N+](=O)[O-])cc2)n1O,-6,3,-5,2,82,-0.7,-0.1,0,3
CC12CCC(=O)N1C(C(=O)Nc1nc3c(F)cc(F)cc3s1)CS2 (centres undefined),-8,0,3,15,96,-0.8,-0.2,5,7
CCN(c1cccc(C)c1)S(=O)(=O)c1c(C)[nH]c(=O)[nH]c1=O,-1,0,3,7,88,2.5,-0.1,-5,4
CN(C)CCNC(=O)NC(=O)c1ccc(Cl)cc1,-15,-3,-6,11,97,0.4,-0.1,-11,3
Cc1noc(C)c1COc1ccc(C(=O)OCC(=O)Nc2ccc3ccccc3c2)cc1,9,5,-27,5,102,0.2,-0.1,-12,2
O=C(Nc1cccnc1)c1ccc(Cl)c(S(=O)(=O)N2CCc3ccccc32)c1,7,12,-22,16,99,-1.0,0.1,-3,0
CC(C)COc1ccc(/C=C2/Sc3ccccc3C2=O)cc1,5,-6,0,-3,100,?,0.0,6,3
Cc1ccc(S(=O)(=O)Cn2nnnc2C(C(C)C)N2CCC(O)CC2)cc1 (centres undefined),7,2,3,-4,103,-0.2,0.0,6,-1
CCOc1ccc(OCCSc2nc3ccccc3c(=O)[nH]2)cc1,14,8,0,-1,94,0.4,0.0,1,-2
Cc1nnc(N/N=C/c2c(Cl)cccc2Cl)n1N,-19,-18,2,9,95,-0.7,-0.2,-2,8
N#CCCN(C(=O)COc1ccc(F)cc1Br)c1ccccc1F,5,-2,-2,3,113,2.1,0.0,-2,0
Cc1cccc(N(CC(=O)NCc2ccc(F)cc2)C(=O)c2ccco2)c1,9,-4,-4,1,94,-0.5,0.1,-23,-2
COc1cccc(Nc2ncnc3c2cnn3-c2cccc(C)c2)c1,4,14,0,-2,101,3.4,0.1,-2,2
Cc1ccc(-c2nn3c(C)nnc3c3ccccc23)cc1S(=O)(=O)NCCN1CCOCC1,-1,-1,-5,-2,104,.,0.2,0,2
Cc1ccc(S(=O)(=O)N2CCN(c3ccc([N+](=O)[O-])c(NCCN4CCOCC4)c3)CC2)cc1,-15,4,6,2,108,0.0,0.0,-5,5
CCCCCCCC(=O)OC(CN1CCCCC1)CN1CCCC1=O (centres undefined),1,-6,6,-3,88,0.7,-0.2,0,2
CC(=O)c1cccc(NC(=O)N(c2ccccc2)c2ccccc2)c1,-5,2,-1,11,100,1.0,-0.1,9,1
COc1ccc(NC(=O)CSc2nc(=O)n(CCN(C)C)c3c2CCCC3)cc1,-10,6,-1,-2,103,-0.2,0.0,6,3
Clc1ccc(Oc2ncnc3oc(-c4ccccc4)cc23)cc1,-3,-6,-1,-6,96,-2.0,-0.1,-10,-3
O=C1/C(=C/c2cccnc2)CCc2c1[nH]c1ccccc21,-4,-4,-3,5,92,0.2,-0.5,6,6
COc1ccc(S(=O)(=O)N2Cc3ccccc3CC2C(=O)Nc2ccc(O)cc2)cc1OC (centres undefined),-5,6,0,3,101,1.2,0.1,-11,-2
Cc1ccccc1OCC(=O)NCC(C)(C)N1CCOCC1,-3,8,2,4,103,1.3,-0.1,-1,6
O=C(Nc1ccccc1N1CCOCC1)c1ccccc1NS(=O)(=O)c1ccc(F)c(F)c1,-4,-8,2,0,82,0.9,-0.1,4,6
COc1ccc(NC(=O)c2c[nH]c(=O)n(-c3ccc(C)c(C)c3)c2=O)cc1OC,2,1,3,-1,89,-0.1,0.3,-11,-1
Cn1c(CNc2ccc(Cl)cc2)nc2ccccc21,-14,3,-4,-3,98,0.3,0.1,-13,4
C/C(=N\NC(=O)CCn1nnc2ccccc21)c1cccs1,6,2,0,4,94,-1.8,-0.2,-4,0
Cc1ccc(NC(=S)NCc2ccc(F)cc2)cc1,20,3,0,3,81,-0.7,0.1,3,6
Cn1c(=O)n(C)c2cc(NC(=O)c3cc4ccccc4o3)ccc21,9,0,4,-5,95,2.2,-0.3,1,1
O=C(O)c1cccc(S(=O)(=O)Nc2ccc(OCc3ccccc3)cc2)c1,-9,-10,-3,-6,99,1.7,0.1,-9,1
O=C(Nc1cccc(S(=O)(=O)N2CCOCC2)c1)c1cc2ccccc2o1,-16,-3,-1,4,109,-1.8,-0.1,-9,-4
CC(C)c1ccc(-n2cnn(-c3ncccc3[N+](=O)[O-])c2=O)cc1,2,1,1,9,113,-2.1,-0.1,-2,4
C/C(=N/NC(=O)CSc1nc2ccccc2n1C)c1ccncc1,10,3,-2,5,114,-1.0,-0.1,14,0
Clc1ccc(-c2c[n+](Cc3ccc(Cl)cc3Cl)c3n2CCCCC3)cc1,4,-5,-1,-4,86,3.1,0.1,-1,1
c1ccc(C2[C@H]3CN(CC4CCCCC4)[C@H](c4ccccc4)C34CC2(c2ccccc2)C4)cc1 (some centres undefined),-6,-3,-2,-2,95,2.6,-0.1,-5,3
C=CCn1c(SCC(N)=O)nc2scc(-c3ccc(C)o3)c2c1=O,2,3,0,8,110,-3.8,-0.2,-2,4
Cc1nn2c(N)c(-c3ccccc3)cnc2c1-c1ccc(Cl)cc1,-8,-2,4,2,98,0.4,-0.1,0,3
COc1c(OC)c2[nH]c(=O)cc3c4ccccc4n(c1=O)c23,9,8,-1,-1,96,-1.6,-0.1,15,10
COc1cccc(NC(=O)COC(=O)C2CC(=O)N(c3ccc(C)cc3)C2)c1 (centres undefined),-2,8,.,4,92,.,-0.2,.,3
COc1ccc(OCCCN(C)Cc2ccccc2)cc1,-2,0,3,-9,91,2.5,-0.1,6,1
COc1cccc(C(=O)/C=C/Nc2ccc(S(=O)(=O)Nc3cccc(C(C)=O)c3)cc2)c1,3,0,22*,-21,86,-6.0,-0.1,-2,-3
C=C(C)c1cccc(C(C)(C)NC(=O)N2CCN(c3ccccc3)CC2)c1,12,-4,-2,-7,98,0.6,-0.2,-1,-1
CCOC(=O)C1CCCN(Cc2nc(N)nc(Nc3ccc(Cl)cc3)n2)C1 (centres undefined),-8,1,0,3,99,-1.9,-0.2,-9,2
Cc1cc2nc(-c3ccc(NC(=O)C(C)C)cc3)oc2cc1C,22,-3,-24,2,98,-1.1,-0.1,6,3
COc1ccc(CNC(=O)[C@H](C)NC(=O)[C@@H]2Cc3ccccc3CN2)cc1,12,-5,1,5,102,-0.3,-0.2,8,4
CSc1ccc(S(=O)(=O)NCc2ccc(C)cc2)cc1,-2,5,-1,0,101,0.7,-0.1,-5,0
CCOc1c2ccc(C(=O)NCC34CC5CC(CC(C5)C3)C4)cc2nn1CC,-1,4,3,5,101,-1.1,0.0,3,8
O=C(O)c1nn(-c2ccccc2C(F)(F)F)cc1O,-17,1,-4,6,105,-1.0,-0.1,-6,3

Next section; the last two above are carried over.
SMILES,ZTA counter,GLD-1 TGE inh,Fam108B inh,MCL1 BIM primary,Yeast superoxide,MEX-5 binding,Efflux pump mplx,EBNA-1 inhibitor,BCLXL inh
CCOc1c2ccc(C(=O)NCC34CC5CC(CC(C5)C3)C4)cc2nn1CC,-1,4,3,5,101,-1.1,0.0,3,8
O=C(O)c1nn(-c2ccccc2C(F)(F)F)cc1O,-17,1,-4,6,105,-1.0,-0.1,-6,3
COc1ccc(S(=O)(=O)N2CCOCC2)cc1NC(=O)CCCOc1ccc(Cl)cc1C,-11,7,.,-2,106,.,0.2,.,0
Cc1cc(Oc2ccc(-c3ccccc3)cc2)n2ncnc2n1,-5,7,0,6,98,-2.3,-0.1,-1,7
Cc1cc(C)cc(NC(=O)C2C3C=CC(O3)C2C(=O)O)c1 (centres undefined),11,-1,-3,-7,99,0.2,-0.1,9,3
COC(=O)c1cc(NC(=O)/C=C/c2ccc3c(c2)OCO3)cc(C(=O)OC)c1,8,1,-16,10,94,-0.6,0.1,8,4
O=C1c2cccc3cccc(c23)C(=O)N1OS(=O)(=O)c1ccccc1,2,0,1,4,98,1.3,0.0,5,-3
CCOC(=O)c1cc2c(s1)-c1c(C)cccc1OC2,2,11,-4,0,76,1.3,-0.1,-1,2
CCc1ccccc1N(CC(=O)NCC1CCCO1)C(=O)CCC(=O)Nc1nccs1 (centres undefined),15,-8,0,1,88,-1.4,-0.1,5,3
CN1CCN(c2nc(-c3ccccc3)ncc2S(C)(=O)=O)CC1,-19,-1,5,8,94,-0.3,0.0,-11,3
COc1ccc(CN(CCC#N)CCC2(c3ccccc3)CC(C)N(C)CC2C)cc1OC (centres undefined),6,-6,-1,6,79,2.3,0.2,-6,5
CCOc1ccccc1N(CC(=O)N1CCCC1)S(C)(=O)=O,6,2,4,-2,99,-1.7,0.1,12,-5
C/C(=N\NC(=O)C(=O)Nc1c(C)n(C)n(-c2ccccc2)c1=O)c1ccc(Cl)s1,-4,1,0,-2,103,-2.8,-0.1,0,0
COc1ccc(N2CCC(CNC(=O)Nc3ccccc3)C2)cc1 (centres undefined),-15,7,4,24,72,-0.5,-0.1,-15,7
COc1ccc(Nc2nc(-c3sc(C)nc3C)cs2)c(OC)c1,-18,11,7,2,108,-1.0,0.0,5,0
COc1ccc(-c2noc(-c3cccs3)n2)cc1OC,-1,6,-2,-1,110,-1.8,0.2,3,-4
COc1ccc(CCN2C(=O)C(Oc3ccccc3C)C2c2ccc3c(c2)OCO3)cc1OC (centres undefined),3,1,-4,2,88,-1.8,-0.2,9,-2
Cc1cccc(C(=O)OCC(=O)NN2C(=O)NC3(CCC(C)CC3)C2=O)c1O (centres undefined),-3,12,0,-6,103,0.4,0.1,-1,-7
CCc1ccc(/C=C2/Sc3ccccc3N(CC(=O)NCC3CCCO3)C2=O)cc1 (centres undefined),6,-2,-7,2,125,-4.3,0.2,-15,13
COc1ccc2c(C)nc(Nc3nc(-c4ccccc4)cc(=O)[nH]3)nc2c1,-4,-1,-6,-4,97,0.4,0.0,-9,-9
O=C(CNC(=O)c1ccco1)NCC(=O)OCc1ccccc1Br,-7,1,2,0,89,1.2,0.0,1,3
CC(C)CCNC(=O)C(=O)NCc1ccccc1,-2,-8,-1,4,98,0.2,-0.1,0,7
Cc1ccc(-n2[nH]c(C)c(C=NCc3ccncc3)c2=O)cc1,14,0,1,4,86,1.4,-0.2,10,2
CCOC(=O)C1CCN(C(=O)C2CCCCC2)CC1,10,4,-1,4,106,2.4,-0.1,6,4
O=C(Nc1cccc(C(F)(F)F)c1)c1cccnn1,-16,3,-2,0,81,-0.9,-0.1,9,1
COC(=O)c1cc(S(=O)(=O)NCC2CCN(Cc3ccc(F)cc3)CC2)c[nH]1,17,0,0,0,109,1.2,-0.1,1,5
CCN1C(=O)CC(C(=O)Nc2ccc(F)cc2)SC1=Nc1cccc(OC)c1 (centres undefined),-13,9,-5,6,119,0.4,-0.1,-15,1

Bioassay records: PubChem, several laboratories
